MCF10A rereplic = inducers of DNA re-replication in MCF 10A breast cells; MCF 10A DNA re-replication, Hoechst nuclear intensity, 48 h; Potency, µM (titrated, usually from 46.1 µM), for the others: at the highest dose activity, positive = re-replication, usual class: activators; hit rate 2.9% among 350,000; AID 624296; also: potency is read from the fitted curve at half-maximal effect; % of control where 0% means no effect; nearly all actives have a fitted effect of over 50% in size
GLP1R cytotox = cytotoxicity in counter-screen for GLP-1R inverse agonists | HEK293 cAMP-luciferase reporter cells, luminescence, 24 h | Potency, µM (top dose mostly 38.3 µM), inactives show at the highest dose activity change, negative = inhibition, actives largely listed as inhibitors | hit rate 0.13% among 410,000 | AID 624418;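 also: loss of luciferase light is scored as toxicity; potency is read from the fitted curve at half-maximal effect; % is scaled to controls: 0 for no effect and ±100 for the full control effect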
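Compound-treated cells are incubated 24 hr at 37 deg C under 5% CO2 after a 12 hour attachment period, then luciferase detection reagent is added and luminescence is measured following 12 min at room temperature; lowered signal indicates toxicity.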
IL1B secr inh = inflammasome signaling inhibition, IL-1 beta readout. THP-1 LPS/ATP IL-1B secretion, AlphaLISA, 16 h; stronger effect = lower value. activity change, % at 57.5 µM. hit rate 4.7% among 360,000. AID 743279; in the data active = activity change below about -50%; inconclusive = mostly about -30% to -49%; also: % is scaled to controls: 0 for no effect and ±100 for the full control effect
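THP-1 cells pretreated 1 hr with compounds (up to 57.5 uM final), then stimulated with LPS (250 ng/mL final) plus ATP (1.25 mM final); secreted IL-1B measured by AlphaLISA after 16 hr, decreased signal indicating inhibition.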
KB-V1 MDR tox = kills drug-selected multidrug resistant KB-V1 cells; Potency, µM (highest dose often 46.1 µM), for the others: at the highest dose activity change, negative = cytotoxicity, hits mostly cytotoxic; hit rate 3.4% among 400,000; KB-V1 MDR cells viability, CellTiter-Glo, 72 h; also: potency is read from the fitted curve at half-maximal effect; % is scaled to controls: 0 for no effect and ±100 for the full control effect; nearly all actives have a fitted effect of over 60% in size
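qHTS viability screen in drug-selected KB-V1 MDR cells: 72 h compound treatment at 37 degrees C, ATP luminescence end point.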
KB-3-1 tox = kills parental KB-3-1 adenocarcinoma cells. hit rate 1.4% among 400,000. Potency, µM (titrated, usually from 46.1 µM), inactives show top-dose activity change, negative = cytotoxic, actives largely listed as cytotoxic. KB-3-1 viability, CellTiter-Glo ATP luminescence, 72 h; also: potency is read from the fitted curve at half-maximal effect; % is scaled to controls: 0 for no effect and ±100 for the full control effect; nearly all actives have a fitted effect of over 60% in size
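Cells are dispensed, compounds pinned in, plates held at 37 °C for 72 h, then CellTiter-Glo is added and luminescence read after 10 minutes. Cell line: parental KB-3-1 in phenol-red-free DMEM, 10% FBS.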
DRD3 agonist = activates the human D3 dopamine receptor | P35462 | D3R DiscoveRx beta-arrestin cells, luminescence, 90 min | max activation, % | hit rate 0.58% among 410,000 | AID 652048; in the data active = max activation above about 30%; also: 0% is about no effect; mostly tested at two doses, the higher about 12 µM
Target sequence (P35462 whole entry, looked up): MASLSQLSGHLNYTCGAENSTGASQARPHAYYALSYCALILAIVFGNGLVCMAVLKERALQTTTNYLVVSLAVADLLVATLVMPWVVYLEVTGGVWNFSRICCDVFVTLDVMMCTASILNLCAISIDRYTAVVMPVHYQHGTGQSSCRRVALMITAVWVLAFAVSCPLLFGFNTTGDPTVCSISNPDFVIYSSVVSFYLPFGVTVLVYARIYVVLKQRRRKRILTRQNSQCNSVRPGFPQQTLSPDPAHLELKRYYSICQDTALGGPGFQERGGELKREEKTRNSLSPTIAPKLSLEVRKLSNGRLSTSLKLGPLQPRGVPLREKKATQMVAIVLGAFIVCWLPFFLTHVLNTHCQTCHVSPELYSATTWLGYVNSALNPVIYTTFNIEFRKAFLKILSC
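Agonist-mode cell screen: cells plated at 1500/well and incubated overnight at 37 °C, then exposed to library compounds for 90 min at 37 °C. Detection reagent was added for 30–60 min at room temperature, and luminescence was read.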
SW480 rerep = inducers of DNA re-replication in SW480 colon cancer cells; AID 624297; Potency, µM (highest dose often 46.1 µM), for the others: at the top dose re-replication activation, hits mostly activators; hit rate 1.8% among 340,000; SW480 DNA re-replication, Hoechst DNA content imaging, 48 h; also: potency is read from the fitted curve at half-maximal effect; % of control where 0% means no effect; nearly all actives have a fitted effect of over 55% in size
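Hoechst fluorescence of nuclei (405 nm excitation, 500-530 nm emission) measured by plate-scanning imager after 48 hr compound exposure at 37 C; re-replication scored as increased number of nuclei with elevated intensity.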
HT1080 IDH1KD tx = kills HT-1080 cells with IDH1 knockdown; HT-1080 IDH1 knockdown viability, ATP luminescence, 48 h; Potency, µM (doses to about 46.1 µM), for inactives: at the highest dose activity, negative = toxicity, actives largely listed as cytotoxic; hit rate 2% among 360,000; AID 686971;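 also: potency is read from the fitted curve at half-maximal effect; 0% = DMSO wells and -100% = cell-free medium wells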
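Cytotoxicity counter-line: IDH1KD HT-1080, 48 h, CellTiter-Glo. Curves classed by r2, magnitude and activity.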
HT1080-NT tox = kills 2HG-producing HT-1080-NT fibrosarcoma cells. HT-1080-NT fibrosarcoma viability, CellTiter-Glo ATP luminescence, 48 h. Potency, µM (highest dose often 46.1 µM), for the others: at the top dose activity, negative = less viability, hits mostly cytotoxic. hit rate 1.6% among 360,000. AID 686970;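 also: NT is the 2HG producing partner of a matched IDH1 knockdown line; potency is read from the fitted curve at half-maximal effect; 0% = DMSO-treated cells and -100% = media-only wells without cells; nearly all actives have a fitted effect of over 55% in size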
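750 cells/well, RPMI + 5% FBS; 2 h settle, compound pin-transfer, 48 h at 37 degrees C. CellTiter-Glo 10 min RT, luminescence. Normalized to DMSO and media-only wells.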
* marks the source's active call; other numbers are inactive results; i = inactive; ? = inconclusive; . = not tested or not shown; [ ] = another dose, or the depositor's remark. Unless noted, calls follow the shape of the dose curve; as a rule, active = well fitted curve in the direction sought with a large enough effect; inconclusive = small, poorly fitted or top-dose-only effect, or another doubt; inactive = no such curve, though single readings can be large; an effect the other way counts as inactive or inconclusive.

SMILES	MCF10A rereplic	GLP1R cytotox	IL1B secr inh	KB-V1 MDR tox	KB-3-1 tox	DRD3 agonist	SW480 rerep	HT1080 IDH1KD tx	HT1080-NT tox
O=S(=O)(NCCc1ccccc1)c1ccc(F)cc1Br	6.0%	4.8%	16.8	18.1%	14.3%	-2.5	?	12.2%	4.0%
Cc1ccc(OCc2cc(=O)n3cc(C)sc3n2)c(C)c1	.	1.1%	.	-11.0%	-7.7%	3.0	.	.	.
CCn1c(CC(=O)Nc2ccc(C)cc2)nnc1SCC(=O)N1CCN(c2ccccc2)CC1	4.9%	-16.6%	0.0	-8.7%	-0.2%	-1.1	2.8%	-6.3%	-1.4%
O=C(COc1ccc(S(=O)(=O)N2CCOCC2)cc1)Nc1ccccc1C(F)(F)F	-4.5%	-4.9%	4.4	5.0%	3.8%	20.3	-2.5%	-0.2%	-4.7%[9.24 µM]
Cc1ccc(Cl)c(NC(=O)CN(C)CC(=O)Nc2ccc(F)c(F)c2F)c1Cl	0.1%	-12.1%	-3.1	?	-2.6%	1.6	-0.8%	-2.7%	-16.5%
O=[N+]([O-])c1ccc(CSc2nnc(SCc3ccc(Cl)cc3)s2)cc1	-1.7%	-2.6%	110.0	12.0%	-0.7%	1.1	13.8%	?	?
CCOC(=O)C(CC(=O)Nc1nc(C(C)=O)c(C)s1)C(C)c1ccccc1 (stereo not drawn)	14.8%	-2.9%	47.6	1.7%	-9.6%	-0.6	-1.1%	-20.7%	-1.8%
O=C(NCCNC(=O)c1ccccn1)c1cccc(F)c1	3.0%	-2.4%	-22.9	?	0.0%	-20.5	-2.1%	22.6%	0.0%
CC(=O)Nc1ccc2c(c1)[nH]c(=O)c1ccccc12	24.1%	-10.5%	-13.9	-19.0%	?	-3.6	-1.6%	-0.5%	4.8%
O=C(NC1CCc2ccccc21)c1cc(COc2ccc(F)cc2F)on1 (stereo not drawn)	-0.2%	-3.7%	0.0	?	-7.3%	-12.4	-2.6%	-8.9%	-3.9%
CCOC(=O)C1(CCOc2ccccc2)CCN(CC2CC2)CC1	-3.6%	10.1%	-5.3	0.8%	1.3%	-15.8	0.7%	0.1%	-1.9%
CCOC(=O)C1(Cc2cccc(OC)c2)CCCN(C(=O)CNC(C)=O)C1 (stereo not drawn)	0.2%	-3.5%	-5.1	25.8%	-1.9%	5.6	-9.4%	2.2%	14.9%
COc1cccc(NC(=O)C(c2ccccc2)N2CCCC2)c1 (stereo not drawn)	0.3%	0.1%[7.66 µM]	-12.9	?	-17.4%	-6.6	-1.7%	14.8%	-0.6%
Cc1cc(C(=O)COC(=O)CN(C)S(=O)(=O)c2ccc(Cl)cc2)c(C)n1CC1CCCO1 (stereo not drawn)	1.9%	-1.1%	3.8	10.4%	6.9%	0.1	-4.3%	9.7%	-1.7%
O=C1C=C(c2ccccc2)C(c2ccccc2)C1 (stereo not drawn)	-1.4%	-1.7%	16.9	-0.8%	-0.7%	3.6	-4.8%	-9.6%	2.2%
O=C(O)Cc1ccc2oc(-c3ccccn3)nc2c1	-2.9%	19.8%	3.9	-6.2%	13.0%	-4.9	-8.2%	-10.1%	-4.0%
Cc1ccc(-n2ncc3c(N4CCC(Cc5ccccc5)CC4)ncnc32)cc1C	.	-2.7%	.	-26.4%	-2.4%	1.4	.	.	.
Cc1ccc(S(=O)(=O)N2CCN(C(=O)COC(=O)c3ccc(Br)o3)CC2)c(C)c1	0.5%	5.2%	12.7	-5.0%	?	9.2	4.0%	-0.9%	0.3%
CC(C)CC(=O)N1CCN(Cc2cccc(Cl)c2)CC1	-2.7%	11.2%	-4.9	-23.3%	2.4%	-4.9	-3.7%	1.1%	15.6%
CCCN(Cc1cc2cc(C)ccc2[nH]c1=O)C(=O)c1cccc([N+](=O)[O-])c1	21.8%	-13.9%	-15.9	?	-6.3%	3.3	2.31µM*	1.8%	0.0%
O=C(C1CCN(C2CC(=O)N(c3ccc(F)cc3)C2=O)CC1)N1CCOCC1 (stereo not drawn)	1.9%	13.0%	-1.8	-3.5%	1.1%	-4.2	-4.3%	17.0%	12.3%
COc1cccc(-c2nnc3sc(C4CCCCC4)nn23)c1	?	-7.1%	-92.7*	3.66µM*	?	-5.7	5.7%	-6.0%	1.3%
O=C(CSc1ccc2nnc(CCNC(=O)c3ccccc3)n2n1)NCc1ccc(F)cc1	-29.0%	3.7%	i	-1.3%	24.1%	-1.4	-29.1%	-8.9%	-0.9%
Cc1ccc(C(=O)CSc2nc(N)cc(=O)[nH]2)cc1	2.4%	0.5%	5.3	13.6%	-5.7%	6.9	-0.3%	-14.8%	8.8%
CCC1CCCCN1C(=S)Nc1ccc(SC(F)F)cc1 (stereo not drawn)	0.7%	-8.9%	-3.1	-29.6%	-27.3%	0.1	-8.0%	4.6%	-4.0%
O=C(CSc1nnc(NC(=O)c2ccccc2[N+](=O)[O-])s1)NCC1CCCO1 (stereo not drawn)	-14.5%	-9.6%	i	1.0%	7.3%	-9.5	-27.0%	-13.0%	-11.1%
CCC(C)(C)NC(=O)C(c1ccco1)N(C(=O)Cn1nnc2ccccc21)c1ccc2c(c1)OCO2 (stereo not drawn)	?	-6.0%	-8.9	9.4%	6.7%	1.3	1.4%	0.9%	-0.6%
Cc1cccn2c(=O)c(C(=O)N3CCN(c4ccc(Cl)cc4)CC3)cnc12	.	-4.7%	.	-4.6%	0.3%	-9.3	.	.	.
CC1CCN(CCCNC(=O)c2cc3c(s2)-c2ccccc2OC3)CC1	5.8µM*	-17.3%	-27.3	-10.0%	23.1µM*	-13.5	84.1%	?	23.1µM*
CC(=O)c1c(C)[nH]c(C(=O)OCc2csc(CC(=O)Nc3ccccc3C)n2)c1C	3.0%	-8.3%	-11.1	-13.1%	-0.4%	3.3	?	-4.8%	-1.5%
Clc1cccc(CNc2ccn3nc(-c4ccco4)cc3n2)c1	.	-5.5%	-14.3	2.3%	0.0%	0.5	.	-18.2%	-21.6%
CCN1CCN(c2ccc([N+](=O)[O-])c(Sc3nc4ccccc4[nH]3)c2)CC1	11.5%	?	?	4.1%	-22.9%	-38.8	?	-7.4%	-9.6%
COc1cccc(NC(=O)C2CCN(S(=O)(=O)c3ccc4c(c3)OCCO4)CC2)c1	?	-11.6%	15.8	?	11.0%	6.3	24.6%	?	-3.4%
O=C(c1cccc(Br)c1)N1CCN(C(=O)N2CCCCC2)CC1	1.7%	-4.3%	1.9	-27.4%	-0.2%	3.8	-2.0%	-0.6%	16.7%
CC(=O)c1cc(C#N)c(NCCCN(C)C)nc1C	-2.6%	-1.7%	15.7	2.7%	20.3%	-2.8	-13.5%	-2.7%	-1.5%
COc1ccc(C)cc1NC(=O)c1ccccc1NS(=O)(=O)c1cccc2cccnc12	-1.2%	-3.8%	21.0	?	3.1%	4.9	-11.5%	2.8%	-3.8%
O=C(C[C@H]1CC[C@H]2[C@@H](COC[C@H](O)CN2Cc2ccccc2)O1)NCCCN1CCOCC1	.	3.2%	-1.0	3.9%	-6.4%	-3.2	.	22.2%	14.5%
Cc1ccc(C(=O)N2CCC3(CC2)NCCc2[nH]cnc23)cc1C	-0.7%	-16.8%	0.4	0.0%	3.8%	13.4	-25.8%	12.9%	8.8%
O=C(CSc1nnnn1-c1ccc(Cl)c(C(=O)O)c1)NC(c1ccccc1)c1ccccc1	0.3%	3.8%	2.4	2.8%	3.9%	-13.4	-10.5%	19.2%	15.9%
CCOc1cc2c(cc1OCC)C(c1ccc(O)c(OC)c1)NCC2 (stereo not drawn)	11.6%	?	-6.3	4.3%	?	-4.1	?	-5.2%	-13.2%
CCC(=O)Nc1ccc(OCc2nc3ccccc3s2)cc1	3.0%	7.5%	59.6	?	-0.3%	3.7	-8.2%	-1.4%	-19.4%
COc1ccc(CNC(=O)Cn2ncn3nc(-c4cccs4)cc3c2=O)cc1	.	3.6%	.	?	11.7%	5.5	.	.	.
CCCCS(=O)c1c(O)c2ccccc2[nH]c1=O (stereo not drawn)	4.6%	2.9%	6.0	18.7%	-0.6%	5.7	?	11.4%	20.1%
CCc1nc2oc3cc(OC)ccc3c(=O)c2c(=O)n1-c1ccccc1	1.8%	21.6%	4.6	0.0%	-0.6%	-4.1	-8.4%	3.0%	-0.1%
CC(=O)N/C(=N\OCc1ccc(Br)cc1)c1nonc1NC(C)=O	3.0%	9.5%	-0.9	?	0.3%	0.9	0.1%	1.6%	7.6%
O=[N+]([O-])c1ccccc1/C=N/n1c(C(F)(F)F)n[nH]c1=S	3.4%	14.9%	17.4	-2.7%	-13.7%	1.9	-1.7%	4.6%	0.4%
CCCCCn1c(N2CCN(Cc3ccccc3)CC2)nc2c1c(=O)[nH]c(=O)n2C	3.9%	-14.5%	-13.5	-6.8%	-1.3%	0.2	-0.1%	-2.7%	-2.5%
Cc1cc(=O)[nH]c(SCc2cccc3ccccc23)n1	0.8%	0.9%	41.6	22.1%	0.1%	9.1	0.9%	-0.9%	-6.5%
O=C(COc1ccc2c(-c3ccccc3)cc(=O)oc2c1)NCc1cccs1	-0.5%	-11.1%	-2.7	-9.0%	6.9%	3.0	-0.6%	-17.1%	-6.8%
COc1ccc2[nH]c(=O)c(CN(c3ccccc3OC)S(=O)(=O)c3ccccc3)cc2c1	?	-2.5%	-25.6	0.0%	-1.5%	-4.4	17.3%	-16.2%	-15.3%

Assay outcomes deposited in PubChem BioAssay by National Center for Advancing Translational Sciences (NCATS).

Rows were taken by chance; about 11% have a hit in one of these screens.
